# Screening data (PubChem BioAssay)
# TSHR antagonist = antagonists of human thyroid stimulating hormone receptor; activity change, negative = inhibition, % at 11.5 µM; 0.2% of 330,000 active; P16473; TSHR-expressing cells, TSH-stimulated cAMP HTRF, 2 h; active compounds read low; AID 504810;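 active = activity change below a set negative limit, meaning inhibition stronger than a set level, cut at about -70% in these data; inconclusive = activity change between two set negative limits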; also: % is scaled to controls: 0 for no effect and ±100 for the full control effect
#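 Competitive HTRF cAMP read-out (cryptate anti-cAMP antibody, cAMP-d2; 30 min, room temperature) in freshly harvested TSHR cells. Compounds added before TSH at EC80 (4nM final), followed by 2 hours' incubation at 37 deg C.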
# S-ASM inh = inhibitors of human secretory acid sphingomyelinase. P17405. placental ASM, HMU-PC fluorogenic substrate, 60 min. Potency, µM (top dose mostly 57.5 µM), for the others: at the top dose activity change, negative = inhibition, usual class: inhibitors. 0.006% of 340,000 active. AID 504937; also: potency is read from the fitted curve at half-maximal effect
# Target sequence (P17405 47-631 limits assumed): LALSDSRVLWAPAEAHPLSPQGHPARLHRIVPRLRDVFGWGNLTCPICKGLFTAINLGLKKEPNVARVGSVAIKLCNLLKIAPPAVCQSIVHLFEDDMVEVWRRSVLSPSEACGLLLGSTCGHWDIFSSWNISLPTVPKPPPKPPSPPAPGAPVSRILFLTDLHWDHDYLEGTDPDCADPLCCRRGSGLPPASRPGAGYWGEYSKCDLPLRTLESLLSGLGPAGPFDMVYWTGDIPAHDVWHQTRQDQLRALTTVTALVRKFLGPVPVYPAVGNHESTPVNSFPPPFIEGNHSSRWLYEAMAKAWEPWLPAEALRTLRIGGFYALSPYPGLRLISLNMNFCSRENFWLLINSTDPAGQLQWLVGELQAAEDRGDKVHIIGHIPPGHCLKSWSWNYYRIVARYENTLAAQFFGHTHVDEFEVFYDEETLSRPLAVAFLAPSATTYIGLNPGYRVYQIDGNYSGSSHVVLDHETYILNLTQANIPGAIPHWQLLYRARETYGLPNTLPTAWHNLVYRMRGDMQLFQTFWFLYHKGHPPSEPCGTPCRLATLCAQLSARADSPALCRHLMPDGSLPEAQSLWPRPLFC
#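 qHTS format. ASM enzyme prepared from human placenta hydrolyses the fluorogenic substrate HMU-PC0 (9 uM final) over 60 min at 37 °C after a 10 min compound preincubation.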
# Mito fusion yeast = inhibitors of mitochondrial division or activators of mitochondrial fusion; S. cerevisiae fusion-defective mutant growth rescue, CellTiterGlo 48 h; Potency, µM (top dose mostly 46.1 µM), inactives show at the highest dose growth rescue (activation), hits mostly activators; 0.23% of 320,000 active;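 also: potency is read from the fitted curve at half-maximal effect; % of control where 0% means no effect; nearly all actives have a fitted effect of over 45% in size; temperature-sensitive fusion mutants such as fzo1-1 at 37 °C on non-fermentable ethanol glycerol medium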
#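 Temperature-sensitive fusion-defective S. cerevisiae (e.g. fzo1-1, mgm1-5) were grown with compound in YPEG medium (3% ethanol, 3% glycerol) for 48 hours at 37C. Growth rescue was measured as viability by CellTiterGlo luminescence after 10 minutes at ambient.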
# hERG WT inh = KCNH2 (human, wildtype) channel inhibition | Q12809 | U2OS, BacMam KCNH2, thallium flux FluxOr; active compounds read low | 0.37% of 340,000 active | activity change, % at 1.84 µM;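 active = maximum activity change below -70%; inconclusive = maximum activity change between -70% and -50%; inactive = maximum activity change above -50%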; also: % is scaled to controls: 0 for no effect and ±100 for the full control effect
#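 U2OS cells were transduced with wild-type KCNH2 virus (2.03 x 10^8 / mL) for 4 h at room temperature, then cultured overnight at 37 C. Thallium flux was read with FluxOr dye. Rate constants were normalized to DMSO controls.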
# Menin MLL FP TR = displaces Texas Red mutant MLL peptide from human menin. Potency, µM (highest dose often 61.6 µM), inactives show at the top dose FP activity change, negative = inhibition, usual class: inhibitors. 0.23% of 270,000 active. AID 1768. O00255. Menin + Texas Red MLL mutant peptide, fluorescence polarization; active = well fitted inhibition curve with a large enough effect in the polarisation, with a control signal flat, not every such curve was filed as active; inconclusive = small, poorly fitted or top-dose-only effect, or effect the other way, or a change in a side signal; inactive = no such curve, though single readings can be large or run the other way; the % refers to the polarisation; also: potency is read from the fitted curve at half-maximal effect; % of control where 0% means no effect; many of its hits are not listed in these tables
# Eya2 phos inh = inhibitors of human Eya2 phosphatase activity. O00167. recombinant Eya2, OMFP fluorescence dephosphorylation (OMFP is methylfluorescein phosphate). Potency, µM (series often up to 76.9 µM), for inactives: top-dose activity, negative = inhibition, usual class: inhibitors. 0.006% of 330,000 active. AID 488837; also: potency is read from the fitted curve at half-maximal effect; % is scaled to controls: 0 for no effect and ±100 for the full control effect
# Target sequence (O00167 whole entry, looked up): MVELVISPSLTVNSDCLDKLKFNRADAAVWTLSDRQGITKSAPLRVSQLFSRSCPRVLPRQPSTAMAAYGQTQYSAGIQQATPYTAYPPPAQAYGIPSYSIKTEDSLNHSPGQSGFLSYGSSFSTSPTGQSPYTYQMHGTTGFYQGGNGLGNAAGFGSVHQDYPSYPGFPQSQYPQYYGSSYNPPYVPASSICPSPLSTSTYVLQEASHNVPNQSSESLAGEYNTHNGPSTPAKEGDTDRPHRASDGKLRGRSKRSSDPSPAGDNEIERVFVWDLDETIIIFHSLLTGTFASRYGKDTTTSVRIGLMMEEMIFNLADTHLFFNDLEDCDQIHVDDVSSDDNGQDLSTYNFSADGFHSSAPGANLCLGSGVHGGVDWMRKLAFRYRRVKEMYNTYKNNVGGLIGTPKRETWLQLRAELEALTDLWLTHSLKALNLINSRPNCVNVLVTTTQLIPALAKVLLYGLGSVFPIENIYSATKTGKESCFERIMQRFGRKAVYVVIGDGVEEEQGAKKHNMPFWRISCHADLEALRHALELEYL
#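 Eya2 protein (added as 0.2 uM solution) was preincubated with compound for 10 min at ambient temperature in 50 mM HEPES pH 7.5, 50 mM NaCl, 5 uM MgCl2, 0.05% BSA, 1 mM DTT. OMFP (added at 50 uM) then reacted 10 min; fluorescence read at 485/525 nm.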
# PKM2 activator = activators of human pyruvate kinase M2; purified PKM2, Kinase-Glo ATP luminescence, activation; response scale: 0% is enzyme alone, no compound; Potency, µM (series often up to 57.5 µM), for inactives: at the top dose activation, hits mostly activators; 0.34% of 260,000 active; AID 1631; also: potency is read from the fitted curve at half-maximal effect; % is scaled to controls: 0 for no effect and ±100 for the full control effect; nearly all actives have a fitted effect of over 55% in size
#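 Kinase-Glo luminescence reports ATP generated from ADP (0.1 mM) and PEP (0.5 mM) by purified hPK-M2 after 1 h at room temperature, pH 7.2 imidazole buffer; intermediate enzyme activity allows detecting inhibitors and activators.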
# Chronic BCR inh = blocks chronic active B-cell receptor signaling; ABC-DLBCL IkBa-CBG/CBR reporter, luminescence ratio, 4 h; Potency, µM (highest dose often 46.1 µM), for inactives: at the highest dose ratio change, negative = lower green/red ratio, actives largely listed as inhibitors; AID 493014; 0.05% of 340,000 active; active = well fitted inhibition curve with a large enough effect in the signal ratio, with a control signal flat, not every such curve was filed as active; inconclusive = small, poorly fitted or top-dose-only effect, or effect the other way, or a change in a side signal; the % refers to the signal ratio;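 also: potency is read from the fitted curve at half-maximal effect; plate controls were basal doxycycline-induced cells for no effect and cells given 10 µM MG132 for full effect; MG132 reads +100%, hits lower the ratio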
#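 Cell line TMD8 (human ABC DLBCL), stably expressing tet-inducible CBG68-IkBa fusion and CBR; IMDM/0.5% FBS; cpd up to 46 uM; dox induction, 4 h, 37C/5% CO2; dual luminescence; green/red ratio; MG132 control.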
# MBNL1-CUG inh = MBNL1-poly(CUG) RNA binding inhibition; TR-FRET MBNL1-His/biotin-(CUG)12 binding, 665/545 ratio; Potency, µM (top dose mostly 57.5 µM), for inactives: top-dose activity change, negative = inhibition, usual class: inhibitors; 0.036% of 280,000 active; active = well fitted inhibition curve with a large enough effect in the signal ratio, with a control signal flat, not every such curve was filed as active; inconclusive = small, poorly fitted or top-dose-only effect, or effect the other way, or a change in a side signal; inactive = no such curve, though single readings can be large or run the other way; the % refers to the signal ratio; also: potency is read from the fitted curve at half-maximal effect; % is scaled to controls: 0 for no effect and ±100 for the full control effect
#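 Compounds (final 92 nM to 58 uM) are added to His-tagged MBNL1 and biotin-(CUG)12, then terbium anti-His antibody and streptavidin-XL665 (5 nM final). After 60 min at room temperature, the 665/545 nm ratio is read.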
# USP2a inh = blocks human ubiquitin-specific protease USP2a; AID 463254; USP2 core, Ub-CHOP2 coupled fluorogenic reporter, 485/531; O75604; Potency, µM (titrated, usually from 38.3 µM), for inactives: at the top dose activity change, negative = inhibition, most hits filed as inhibitors; 0.01% of 330,000 active;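 also: potency is read from the fitted curve at half-maximal effect; plate controls were DMSO wells for no effect and full inhibition by NEM control for full effect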
#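 Deubiquitinase activity read as fluorescence (485/531 nm) after Ub-CHOP2 cleavage activates the enterokinase reporter on its substrate; USP2 core 10nM, Ub-CHOP2 and substrate 25nM each, 30min compound preincubation then 60min RT; data normalized to NEM, curves fitted.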
# GALK inh = inhibitors of human galactokinase. Purified GALK, Kinase-Glo residual ATP luminescence. Potency, µM (titrated, usually from 57.5 µM), for inactives: top-dose activity change, negative = inhibition, hits mostly inhibitors. 0.007% of 270,000 active. P51570; also: potency is read from the fitted curve at half-maximal effect; % is scaled to controls: 0 for no effect and ±100 for the full control effect
#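 Compounds were pin-transferred into ATP buffer (35 uM final), then GALK plus galactose (5 nM, 100 uM final) was added. After 1 h at room temperature, Kinase-Glo Plus was added and luminescence read after 10 min.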
# * hit, by the source's call; i = inactive; ? = inconclusive; . = not tested or not shown; [ ] = another dose, or the depositor's remark. Unless noted, calls follow the shape of the dose curve; as a rule, active = well fitted curve in the direction sought with a large enough effect; inconclusive = small, poorly fitted or top-dose-only effect, or another doubt; inactive = no such curve, though single readings can be large; an effect the other way counts as inactive or inconclusive. This is a subset, so the mix of outcomes need not match the whole.
entry	Molecule	TSHR antagonist	S-ASM inh	Mito fusion yeast	hERG WT inh	Menin MLL FP TR	Eya2 phos inh
1	O=c1cc(CN2CCN(S(=O)(=O)c3cccc(Cl)c3)CC2)c2ccc(O)cc2o1	-16	i	.	2	.	-26%
2	Cc1ccc(-c2nc(N)n(S(=O)(=O)c3ccc(C)cc3)n2)cc1	4	-5%	-6%	1	?	14%
3	O=C(c1cccs1)c1cn(CC(=O)N2CCc3ccccc3C2)c2ccccc12	28	-1%	-2%	-20	7%	-1%
4	O=C(Cn1nnc(-c2ccc(Cl)cc2)n1)NC1CCS(=O)(=O)C1 (stereo unspecified)	8	6%	-3%	9	.	4%
5	CCOC(=O)C1=C(N)Oc2cc(O)ccc2C1c1cccc([N+](=O)[O-])c1 (stereo unspecified)	?	-15%	0%	0	?	-9%
6	CC(=O)Nc1ccc(S(=O)(=O)N2c3ccccc3NC(=O)CC2C)c(Cl)c1 (stereo unspecified)	1	1%	1%	-4	.	-10%
7	CCOC(=O)c1cc2c(=O)n3cccc(C)c3nc2n(CC(C)C)c1=NC(=O)c1ccco1	-7	.	6%	6	.	-8%
8	CCCNC(=S)N(Cc1ccccc1)Cc1nc2ccccc2c(=O)[nH]1	7	-1%	-1%	1	14%	2%
9	COC(=O)c1c(NC(=O)CSc2nnc(CNc3ccc(Cl)cc3)o2)sc(C)c1C	-4	?	29%	-4	.	-10%
10	CC(C)n1nnnc1SCC(=O)N(C)C1CCS(=O)(=O)C1 (stereo unspecified)	-14	2%	.	-1	.	4%

entry	PKM2 activator	Chronic BCR inh	MBNL1-CUG inh	USP2a inh	GALK inh
1	.	1%	.	1%	.
2	-5%	?	-1%	-1%	-1%
3	-13%	1%	49%[activator]	-2%	3%
4	.	1%	.	0%	.
5	0%	?	18%	-2%	1%
6	-4%	-3%	-16%	2%	-2%
7	-4%	8%	?	2%	2%
8	-1%	-1%	-6%	2%	.
9	7%	?	4%	-8%	0%
10	.	1%	.	4%	.

# Further results
entry	Molecule	TSHR antagonist	S-ASM inh	Mito fusion yeast	hERG WT inh	Menin MLL FP TR	Eya2 phos inh
11	Cc1ccc(SCC(=O)c2ccc(CC(=O)O)s2)cc1	0	-3%	2%	0	.	8%
12	Cc1ccc2nc3c(cc(C(=O)NCCCn4ccnc4)n3C)c(=O)n2c1	-8	i	-4%	-2	-9%[11.7 µM]	-6%
13	N#Cc1ccccc1NC(=O)CSc1n[nH]c(=O)n1C1CC1	8	11%	.	3	.	-2%
14	O=C(CNS(=O)(=O)c1ccccc1)NCC(=O)OCc1ccccc1F	-9	2%	-2%	1	-10%	8%
15	O=C1C2C3C=CC(C3)C2C(=O)N1CCCCN1C(=O)C2C3C=CC(C3)C2C1=O (stereo unspecified)	6	1%	0%	-17	16%	-17%
16	COC(=O)C1=C(C)OC(N)=C(C#N)C1c1ccco1 (stereo unspecified)	3	2%	1%	27	-2%	-10%
17	CCOC(=O)c1cnn(-c2cc(Oc3ccccc3C)ncn2)c1N	-20	-3%	0%	-12	.	14%
18	CNS(=O)(=O)c1cccc(C(=O)OCC(=O)Nc2ccc(N3CCCCC3)cc2)c1	15	-4%	2%	-9	12%	-4%
19	COc1ccc(NS(=O)(=O)c2cc(NC(=O)CCNC(=O)c3ccco3)ccc2OC)cc1	3	-1%	-5%	-1	.	-14%
20	Cc1ccc(S(=O)(=O)N2CCOCC2)cc1NC(=O)COC(=O)c1n[nH]c(=O)c2ccccc12	-9	1%	-6%	3	-1%	-2%

entry	PKM2 activator	Chronic BCR inh	MBNL1-CUG inh	USP2a inh	GALK inh
11	0%	?	.	-5%	-1%
12	-1%	?	?	1%	2%
13	.	-7%	.	1%	.
14	-2%	?	-9%	-1%	2%
15	-4%	2%	-12%	1%	-5%
16	1%	5%	7%	0%	1%
17	6%	?	0%	0%	-2%
18	-1%	7%	-4%	-2%	13%
19	.	2%	.	2%	.
20	2%	-5%	2%	-3%	3%

# Additional compounds follow:
entry	Molecule	TSHR antagonist	S-ASM inh	Mito fusion yeast	hERG WT inh	Menin MLL FP TR	Eya2 phos inh
21	COc1ccc(S(=O)(=O)N2CC(O)C[C@H]2C(=O)OCC(=O)N2CCCCCC2)cc1 (stereo partly specified)	1	1%	-5%	4	2%	1%
22	Cn1c(CCN2CCCCC2)nc2cc(NC(=O)COc3ccccc3)ccc21	-12	2%	30%	23	-6%	4%
23	Cc1ccc(NC(=O)COC(=O)Cc2c[nH]c3ccccc23)cc1C	7	-13%	14%	3	.	5%
24	COc1ccc(CN2CCN(C(=O)CC(C)C)CC2)cc1Br	8	0%	7%	-13	-1%	-4%
25	Cc1cc(NC(=O)c2cc3cccc([N+](=O)[O-])c3[nH]2)ccc1F	-9	-14%	3%	1	.	-15%
26	CSc1ncccc1C(=O)Nc1nc(C(C)(C)C)cs1	-11	-1%	12%	5	-1%	-13%
27	N#Cc1cccc(NC(=O)Cn2cnc(S(=O)(=O)N3CCCC3)c2)c1	8	2%	0%	0	17%	9%
28	COc1ccc(-n2c(SCC(=O)NCc3ccco3)nc3c([nH]c4ccccc43)c2=O)cc1	16	-10%	2%	0	-13%	-2%
29	CCOC(=O)NC(O)C(=O)c1cccs1 (stereo unspecified)	-3	0%	-3%	-9	9%	-27%
30	COc1ccc(C2CC(c3ccccc3)=NN2c2ccc(C(N)=O)cc2)cc1 (stereo unspecified)	0	i	-20%	14	17%	3%
31	CCOC(=O)c1ccc(NC(=S)NCc2ccco2)cc1	0	-3%	-4%	-5	.	12%
32	COc1cc(OC)c(C(=O)OCC(=O)NCCc2ccccc2)cc1OC	-3	-2%	-5%	-1	-16%	13%
33	OC(COc1ccc2ccccc2c1Br)Cn1cnc(-c2ccccc2)c1 (stereo unspecified)	2	?	-8%	16	12%	-5%

entry	PKM2 activator	Chronic BCR inh	MBNL1-CUG inh	USP2a inh	GALK inh
21	-3%	4%	0%	3%	-2%
22	.	0%	4%	0%	2%
23	.	?	.	3%	.
24	1%	?	-9%	0%	5%
25	-5%	?	16%	5%	3%
26	-5%	?	-1%	-1%	-3%
27	.	-9%	25%	-1%	4%
28	-13%	?	-5%	2%	-2%
29	-2%	-7%	6%	2%	1%
30	3%[11.5 µM]	-5%	57%[activator]	0%	6%
31	2%	?	-2%	5%	0%
32	-37%	5%	-6%	3%	-2%
33	-4%	?	42%[activator]	-8%	-2%

# Ordered by the number under PKM2 activator (high to low): 4 of the compounds above
no. | molecule | PKM2 activator
16 | COC(=O)C1=C(C)OC(N)=C(C#N)C1c1ccco1 (stereo unspecified) | 1%
5 | CCOC(=O)C1=C(N)Oc2cc(O)ccc2C1c1cccc([N+](=O)[O-])c1 (stereo unspecified) | 0%
25 | Cc1cc(NC(=O)c2cc3cccc([N+](=O)[O-])c3[nH]2)ccc1F | -5%
28 | COc1ccc(-n2c(SCC(=O)NCc3ccco3)nc3c([nH]c4ccccc43)c2=O)cc1 | -13%

# Record cards, from the list above:
# Listed for CSc1ncccc1C(=O)Nc1nc(C(C)(C)C)cs1 = TSHR antagonist: -11; S-ASM inh: -1%; Mito fusion yeast: 12%; hERG WT inh: 5; Menin MLL FP TR: -1%; Eya2 phos inh: -13%; PKM2 activator: -5%; Chronic BCR inh: ?; MBNL1-CUG inh: -1%; USP2a inh: -1%; GALK inh: -3%
# Listed for COc1ccc(C2CC(c3ccccc3)=NN2c2ccc(C(N)=O)cc2)cc1 (stereo unspecified) = TSHR antagonist: 0; S-ASM inh: i; Mito fusion yeast: -20%; hERG WT inh: 14; Menin MLL FP TR: 17%; Eya2 phos inh: 3%; PKM2 activator: 3%[11.5 µM]; Chronic BCR inh: -5%; MBNL1-CUG inh: 57%[activator]; USP2a inh: 0%; GALK inh: 6%
